# Screens deposited in PubChem by several laboratories.
# CSN deneddyl inh: blocks human CSN-mediated cullin deneddylation; Purified CSN, SCF-Nedd8-OG deneddylation, fluorescence polarization; inhibition, % at 12.5 µM; 360,000 compounds, 0.38% hits; AID 651999;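 active = pattern-corrected inhibition above about 35%, with an unprinted fluorescence ratio check between 0.5 and 1.5, limit read from the data, passing the limit was not always enough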;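 also: 0% = enzyme with substrate and 100% = substrate without enzyme; some results filed as inactive read as strong as hits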
# Target sequence (Q92905 whole entry, looked up, one chain of several): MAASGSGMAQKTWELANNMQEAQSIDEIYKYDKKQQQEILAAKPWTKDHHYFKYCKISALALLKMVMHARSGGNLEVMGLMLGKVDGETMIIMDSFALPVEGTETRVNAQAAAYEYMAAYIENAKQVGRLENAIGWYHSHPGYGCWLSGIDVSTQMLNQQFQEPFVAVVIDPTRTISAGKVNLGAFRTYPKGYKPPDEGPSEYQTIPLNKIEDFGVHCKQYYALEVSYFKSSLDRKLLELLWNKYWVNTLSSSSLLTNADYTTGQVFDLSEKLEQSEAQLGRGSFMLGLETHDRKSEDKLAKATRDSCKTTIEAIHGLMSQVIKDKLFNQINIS
#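 assay system = purified human Csn5 enzyme expressed in HEK293T cells | amount = 0.24 nM enzyme | buffer or medium = Tris/NaCl/DTT buffer, pH 7.5 | reagent = 10 nM SCFSkp2-Nedd8OG | compound = one concentration, 12.5 µM, 0.25% DMSO | times = 90 min reaction at room temperature | signal = FP | read-out basis = % inhibition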
# Rin1 Abl inh: inhibitors of human Rin1-Abl protein interaction | 360,000 compounds, 0.4% hits | AID 588664 | TR-FRET Rin1/Abl binding, biochemical | P00519+Q13671 | inhibition, % at 7.35 µM; in the data active = inhibition above about 5%, passing the limit was not always enough
# MsrA inhibitor: inhibits bovine methionine sulfoxide reductase A. purified bovine MsrA, absorbance read-out. inhibition, % at 15.5 µM. 360,000 compounds, 0.75% hits; in the data active = inhibition above about 4.5%;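 also: 0% = vehicle wells with enzyme and 100% = reference inhibitor wells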
# E coli Lon inh: E. coli protease La inhibition; purified E. coli Lon protease, fluorescence polarization; P0A9M0; 360,000 compounds, 0.42% hits; inhibition, % at 7.94 µM; in the data active = inhibition above about 13%, passing the limit was not always enough;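 also: 0% = enzyme with probe and DMSO and 100% = no enzyme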
# Target sequence (P0A9M0 whole entry, looked up): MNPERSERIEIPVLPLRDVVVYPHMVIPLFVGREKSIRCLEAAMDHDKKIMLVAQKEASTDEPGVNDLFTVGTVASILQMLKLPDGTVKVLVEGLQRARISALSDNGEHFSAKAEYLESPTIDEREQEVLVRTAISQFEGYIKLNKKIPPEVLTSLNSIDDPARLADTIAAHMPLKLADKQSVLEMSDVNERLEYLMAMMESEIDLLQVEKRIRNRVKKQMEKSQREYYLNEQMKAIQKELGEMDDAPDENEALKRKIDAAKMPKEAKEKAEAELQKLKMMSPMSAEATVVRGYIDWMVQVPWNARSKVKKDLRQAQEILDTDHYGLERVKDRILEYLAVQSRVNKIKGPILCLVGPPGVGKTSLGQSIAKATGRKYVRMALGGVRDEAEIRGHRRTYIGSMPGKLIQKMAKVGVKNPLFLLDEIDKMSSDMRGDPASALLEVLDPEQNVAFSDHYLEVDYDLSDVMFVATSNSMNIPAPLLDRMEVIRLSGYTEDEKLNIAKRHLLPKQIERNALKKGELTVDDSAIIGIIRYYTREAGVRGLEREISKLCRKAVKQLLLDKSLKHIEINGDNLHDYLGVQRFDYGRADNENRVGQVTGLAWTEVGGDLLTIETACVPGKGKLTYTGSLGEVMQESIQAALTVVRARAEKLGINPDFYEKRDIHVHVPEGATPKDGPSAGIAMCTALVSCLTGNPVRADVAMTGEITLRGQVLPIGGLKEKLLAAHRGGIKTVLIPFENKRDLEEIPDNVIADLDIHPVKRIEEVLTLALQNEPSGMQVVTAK
# PABP1 MLLE inh: blocks PAM2 peptide binding to the PABP1 MLLE domain | GST-MLLE / FITC-PAM2 fluorescence polarization | 360,000 compounds, 0.36% hits | inhibition, % at 20 µM | AID 588489; in the data active = inhibition above about 35%, passing the limit was not always enough;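 also: plate controls were DMSO wells with GST-MLLE for no effect and wells lacking GST-MLLE protein for full effect; some results filed as inactive read as strong as hits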
# MT1-MMP act inh: MT1-MMP (human) activation inhibition. HT1080 RFP-PRO-GFP cells, GFP/RFP ratio fluorescence, overnight; percent of plate control window, DMSO zero. GFP/RFP ratio change, % at 20 µM. 360,000 compounds, 0.061% hits;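 active = GFP/RFP ratio change of at least 30% with cell ATP level not reduced by more than half and red fluorescence within 50% of control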; also: strong numbers were not always called active
#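 Material: RFP-PRO-GFP reporter HT1080 cells. Dosing: single-point 20 µM compound, 1% DMSO. Controls: DMSO and RFP-L50D-GFP cell wells. Timing: cells overnight before dosing, compound overnight, 37 °C, 5% CO2. Measure: GFP/RFP fluorescence ratio.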
# bovine MsrA act: activates bovine MsrA enzyme. purified bovine MsrA, absorbance read-out. activation, % at 10.6 µM. 360,000 compounds, 0.3% hits. AID 602163; in the data active = activation above about 7.5%;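 also: 0% = vehicle and 100% = reference activator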
# Rpn11 inh: inhibitors of human proteasome Rpn11; O00487; human 26S proteasome, Ub4-pepOG fluorescence polarization; 20S core pre-blocked with epoxomicin; calls only at 20 µM; 360,000 compounds, 0.59% hits; AID 588493;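 active = inhibition at 20 µM, scaled to each plate's controls, above about 33%, limit read from the data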
# FAS-TE inh: blocks the thioesterase domain of human fatty acid synthase; recombinant FAS-TE, OMFH fluorogenic substrate, fluorescence endpoint; inhibition, % at 15 µM; P49327; 360,000 compounds, 0.67% hits;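 active = compounds whose normalised, plate-corrected inhibition of enzyme fluorescence in the single-dose primary screen is 50% or more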;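 also: 0% = DMSO with enzyme and 100% = substrate without enzyme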
# * marks the source's active call; other numbers are inactive results; i = inactive; . = not tested or not shown.
SMILES,CSN deneddyl inh,Rin1 Abl inh,MsrA inhibitor,E coli Lon inh,PABP1 MLLE inh,MT1-MMP act inh,bovine MsrA act,Rpn11 inh,FAS-TE inh
Cc1ccccc1Cn1c(C(=O)OC(C)C)cc2c1ccn2C,-4,-1,1.2,-1,6,-8,-2,i,20
Cc1cc(Cl)c(S(=O)(=O)NC(C)C)cc1OCC(N)=O,-12,-2,-0.7,5,8,4,-6,i,-8
Cc1ccccc1C(=O)NC(NC(=O)c1ccccc1C)c1cccc([N+](=O)[O-])c1,8,3,-0.8,4,-14,3,2,i,0
Cc1nn(C)cc1C(C(=O)NC1CCCCC1)N(Cc1ccc(F)cc1)C(=O)c1cnccn1 (configuration not stated),-1,2,2.5,3,-8,3,-11,i,-3
O=C1CC(c2cccs2)Cc2nc(NC(=O)C3CC3)ncc21 (configuration not stated),2,2,0.1,0,-6,-3,-3,i,-5
Cn1cnnc1SCC(=O)NNC(=O)c1ccc([N+](=O)[O-])cc1,-4,3,0.3,1,1,4,-2,i,0
Cc1nc2ccccc2c2oc(C(=O)N3CCC(C)CC3)cc12,1,0,-0.5,-14,7,-3,-4,i,-2
O=C(CCSc1ccccc1)NC1CCCCCC1,2,2,1.4,-4,-4,-4,0,i,1
N#CCO/N=C/C(=O)Nc1ccc(F)cc1F,0,-2,-0.1,-8,6,0,-4,i,-5
Cc1onc(-c2ccccc2Cl)c1C(=O)Nc1nnc(-c2ccc(Br)cc2)s1,-2,-7,-0.1,-10,-5,4,-1,i,19
Cc1cc(NC(=O)c2cccc3ccccc23)cc(C)c1OCC(=O)N1CCOCC1,-1,0,-0.6,13,-17,0,-4,i,-1
Fc1ccc(C2=CC(c3ccco3)n3nnnc3N2)cc1 (configuration not stated),1,0,2.0,-4,-10,-5,-2,i,-2
Cc1ccc(CN2C(=O)CCSc3ccc(Cl)cc32)cc1,-4,-1,0.8,-5,11,-4,0,i,14
COc1ccc(Cl)cc1NC(=O)CN(C)Cc1ccc(OC)c(OC)c1,1,2,-0.2,-7,-1,1,-2,i,7
Cc1cccc(C)c1OCc1nc2ccccc2c(=O)n1/N=C/c1c[nH]c2ccccc12,-4,-1,1.5,16,5,1,-2,i,11
Cc1cc2[nH]c(=O)c(=O)[nH]c2cc1S(=O)(=O)Nc1cccc(Cl)c1C,-7,2,1.2,-7,-7,3,0,i,-1
Cc1cccc(NC(=O)CNC(=O)COc2ccc(C(=O)c3ccc(F)cc3)cc2)c1C,3,0,0.7,-5,-2,-6,-4,i,-10
COc1ccc2nc(-c3ccccc3)nc(C3CCCCC3)c2c1,1,2,1.9,-2,6,-1,-3,i,22
CCOc1ccc(C(=O)N(Cc2ccc(N(C)C)cc2)C2CCS(=O)(=O)C2)cc1 (configuration not stated),4,4,-0.9,-12,10,-5,-11,i,-5
OC(CN1CCCC1)Cn1ccc2ccccc21 (configuration not stated),2,1,-1.7,-2,3,0,-1,i,-7
Cc1ccc(-n2c(N)c(C(=O)Nc3ccccc3F)sc2=S)cc1C,3,1,0.3,4,18,-8,-2,i,18
CC1CCN(C(=O)CSc2n[nH]c(-c3cccs3)n2)CC1,-2,3,0.0,-11,-8,1,-4,i,-3
COc1ccc(CN(CC(=O)NC2CCCC2)C(=O)CCC(=O)Nc2nc(C)cs2)cc1,3,4,-1.4,5,3,-3,-5,i,-6
FC(F)(F)COc1ccc(-c2nnc(SCc3ccccc3)o2)cn1,-6,-1,-1.1,9,12,1,0,i,-2
COCCN(CC1CCCN(C2Cc3ccccc3C2)C1)C(=O)c1cccc(C)c1 (configuration not stated),-1,-1,0.4,-5,0,-3,-2,i,-4
CC(C)(C)OC(=O)NCC(=O)N1CCC(C(=O)O)CC1,-2,4,-1.2,-2,4,.,-12,i,-6
O=C(Cc1ccccc1)N1CCC2(CC1)NCCc1[nH]cnc12,0,-1,0.8,2,7,-1,-1,i,-2
COc1ccc(CN(C)C(=O)COC(=O)c2cc([N+](=O)[O-])ccc2N2CCCC2)c(OC)c1OC,-3,1,0.2,6,4,1,-13,i,70*
COc1ccc(NC2=NC(=S)N(c3cccc(C)c3)C23CCCCC3)cc1,1,2,-0.7,-28,-47,8,-3,i,-5
O=C(N/N=C\c1ccccc1)c1sccc1-n1cccc1,-1,-2,1.8,-12,-11,5,-3,i,-5

# Record cards, from the list above.
# COc1ccc(NC2=NC(=S)N(c3cccc(C)c3)C23CCCCC3)cc1 across the screens: CSN deneddyl inh = 1; Rin1 Abl inh = 2; MsrA inhibitor = -0.7; E coli Lon inh = -28; PABP1 MLLE inh = -47; MT1-MMP act inh = 8; bovine MsrA act = -3; Rpn11 inh = i; FAS-TE inh = -5
# Fc1ccc(C2=CC(c3ccco3)n3nnnc3N2)cc1 (configuration not stated) across the screens: CSN deneddyl inh = 1; Rin1 Abl inh = 0; MsrA inhibitor = 2.0; E coli Lon inh = -4; PABP1 MLLE inh = -10; MT1-MMP act inh = -5; bovine MsrA act = -2; Rpn11 inh = i; FAS-TE inh = -2

# (continued)
SMILES,CSN deneddyl inh,Rin1 Abl inh,MsrA inhibitor,E coli Lon inh,PABP1 MLLE inh,MT1-MMP act inh,bovine MsrA act,Rpn11 inh,FAS-TE inh
CCOc1ccccc1N(C(=O)Nc1ccc(Cl)cc1)C1=NCCS1,5,0,0.1,-5,-15,-2,-2,i,32
CCN(CC(=O)NNC(=O)c1ccccc1)Cc1ccc(OC)c(F)c1,0,2,0.0,-2,-10,-4,0,i,-6
Cc1ccc(N2C(=O)CC3(CCCC3)CC2=O)cc1,3,-2,0.5,1,-1,-2,0,i,-3
CC(C)(C)NC(=O)CSc1nc2[nH]ncc2c(=O)[nH]1,5,0,-0.1,-8,-5,0,-1,i,8
CC1(C)Oc2ccc3ccc(=O)oc3c2C[C@H]1O,-4,-1,0.6,-2,12,-1,-4,i,-11
COc1ccc(Cn2cnc3c(N)c(C)c(C)cc32)cc1,-12,0,-2.0,6,10,-2,-1,i,-4
CN(Cc1ccon1)C(=O)CCc1nnc(CCCCc2ccccc2)o1,2,0,-0.1,-15,2,-7,-1,i,0
O=C(CNC(=S)N(Cc1ccccc1)Cc1ccccc1F)NCCc1ccc(Cl)cc1,0,-2,-1.1,-2,-135,-5,-1,i,34
Cc1cccc(N/C(N)=N/c2nc(C(F)(F)F)cc(=O)[nH]2)c1C,9,5,-0.2,6,6,1,-5,i,-18
COc1cc(NC(C)=O)ccc1-c1cc2ccccc2oc1=O,1,-1,0.3,-1,2,6,-3,i,-4
CC(C)(C)OC(=O)C[C@@H]1C/C=C\C[C@H](CC(=O)N(CCO)Cc2ccccc2)C(=O)NC[C@H](c2ccccc2)OC1=O,-3,-4,-0.6,-8,0,-1,-1,i,-8
Cc1csc(=O)n1CCC(=O)OCC(=O)NNC(=O)c1ccccc1,0,2,-0.3,1,27,1,-2,i,-2
CC1CC(C)CN(C(=O)Cn2c(=O)c3cccn3c3cccnc32)C1 (configuration not stated),-9,-1,1.3,4,16,-2,-4,i,-3
CCN(C(=O)COC(=O)c1cncc(Br)c1)C1CCS(=O)(=O)C1 (configuration not stated),-3,2,-0.1,2,-4,-4,-2,i,-2
Cc1cc(NCCO)c2cc(O)ccc2n1,5,-1,2.2,0,-1,6,-1,i,-4
Fc1ccc(Cn2c(SCc3ccc(F)c(C(F)(F)F)c3)nnc2C(F)(F)F)cc1,2,3,-1.1,9,-14,.,-1,i,28
Cc1ccc(/C=N/N2CCN(c3ccccn3)CC2)o1,-2,0,-1.0,1,7,1,-5,i,-5
COCc1c(C(N)=O)nnn1-c1nonc1N,0,0,0.0,6,6,2,-1,i,-4
CCCc1cc(C(=O)Nc2cc(Br)ccc2O)no1,-4,-3,0.3,-3,-7,1,-1,i,-4
NNc1nc2sc3c(c2c(=O)n1-c1ccccc1)CCCC3,-3,-1,-0.3,2,-7,-7,-10,i,-4
O=C1CC(C(=O)Nc2ccccc2)C2(CCCCC2)O1 (configuration not stated),4,-2,0.5,2,-11,1,-6,i,-6
CC(C)[C@H](NC(=O)[C@@H]1CSC2c3ccccc3C(=O)N21)C(=O)NC1CCCC1 (some centres not stated),5,-1,0.9,-5,5,-2,-4,i,-10
CC1(C(=O)NS(=O)(=O)c2ccccc2Cl)CCN1C(=O)c1ccccc1CCc1ccccc1 (configuration not stated),-6,-1,0.4,-1,-8,-1,-2,i,-5
COc1ccccc1/C=C\C=N\n1c(-c2ccc(Cl)cc2)n[nH]c1=S,-17,-2,1.6,5,-34,0,-2,i,-4
CN(C)c1nc(=NCc2ccco2)ss1,4,1,.,-6,37,2,3,i,3
Clc1ccc(SCCCCN2CCNCC2)cc1,-1,4,-1.7,2,0,-1,-5,i,-3
CCCCCCn1c2c(c(=N)c3c1CCC3)CCC2,2,3,-0.1,-3,3,-14,-4,i,-3
O=C(NCc1ccco1)C1Cc2ccccc2CN1C(=O)c1ccco1 (configuration not stated),7,2,-1.0,9,6,-1,-1,i,-3
CC1(C)CC(C)(c2ccc(O)cc2O)N(c2ccc3ccccc3c2)C(=S)N1 (configuration not stated),-4,-6,0.1,4,15,4,-4,i,-8
CC1CCN(S(=O)(=O)c2ccc(NC(=O)C3CC3)cc2)CC1,0,2,0.3,-5,1,-5,-1,i,3
CCC(=O)Nc1ccc2nc(C3CC3)n(Cc3ccccc3)c(=O)c2c1,5,-3,-1.0,6,3,6,-2,i,-4
O=C(c1ccc(-c2ccccc2)cc1)C1CCCN(Cc2ccncc2)C1 (configuration not stated),3,3,1.1,0,2,-17,-5,i,2
OC(CNCc1ccccc1)COc1ccccc1 (configuration not stated),1,0,-1.3,2,11,8,-2,i,-6
COc1ccccc1N1CCN(C(=O)c2sc3ncnc(N4CCN(c5ccccn5)CC4)c3c2C)CC1,-2,1,.,4,2,2,-1,i,15
O=C(NCc1ccccn1)C1CCC(CNS(=O)(=O)c2cccc3nsnc23)CC1 (configuration not stated),5,-4,1.1,-9,-8,11,-10,i,-7
CCCCCCN1C[C@@H](O)[C@H](n2cc(COC(=O)c3ccccc3)nn2)C[C@@H]1c1ccc(Cl)cc1,-2,-4,-0.2,-4,-18,-5,-3,i,1
CCOc1ccc(/C=C2/C(=O)N(c3ccc(OC)cc3)C(=S)N2CC(=O)OC)cc1OCC,72,-2,1.3,-252,-44,-5,-3,.,21
O=C(O)c1cc2c(cc1NC(=O)C1CCCC1)OCCO2,3,3,0.0,-7,-6,1,-1,i,-10
Cc1cc(NC(=O)CS(=O)CC(=O)Nc2c(C)cccc2C)ccc1-n1cnnn1 (configuration not stated),0,2,0.1,-6,-3,1,-1,i,-3
O=C1CC(c2ccco2)CC2=C1C1c3ccccc3C(=O)N1c1ccccc1N2 (configuration not stated),2,4,1.6,-1,-13,3,-1,i,14
Cc1ccc(C(=O)Nc2ncccc2O)cc1S(=O)(=O)N1CCCCC1,6,-5,1.1,-42,10,4,-11,i,-2
CN1C(=O)C2(c3ccccc31)C1CCCC=C1C(C#N)=C(N)C2(C#N)C#N (configuration not stated),2,-2,2.5,-15,-8,-18,0,i,5
O=C1C2CCCCN2C(=O)N1CCCCN1CCN(c2cccc(Cl)c2)CC1 (configuration not stated),-2,-1,-1.6,-5,3,-3,-3,i,-1
O=C(CSc1ncn[nH]1)CSc1ncn[nH]1,-5,2,0.8,3,13,4,1,i,-4
COc1cccc(CN(C)C(=O)c2ccc(N3CCCC3)c([N+](=O)[O-])c2)c1,-3,-2,0.2,1,-2,0,-3,i,-7
